# CAL PDZ FP: blocks peptide binding to the human CAL PDZ domain; Q9HD26; purified CAL PDZ, TMR-peptide fluorescence polarization, 1 h; inhibition, % at 24.9 µM; 0.92% of 300,000 active;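 active means mean inhibition of at least 30% with at least half of replicates also reaching 30%; inconclusive means no clear call, values can overlap the other calls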;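 further: 0% = DMSO neutral control and 100% = excess unlabeled competitor peptide PRC23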
# LANA DNA inh: blocks KSHV LANA C-terminal domain binding to DNA; MBP-C-LANA/FAM-LBS DNA binding, fluorescence polarization; inhibition, % at 9 µM; 0.078% of 340,000 active; AID 504423;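 active means highest replicate inhibition at or above 60% at 9 µM, even if other replicates fall short; inactive means all replicates below 60% inhibition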;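 further: 0% = neutral control wells and 100% = 4 µM acridine orange control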
# V-ATPase pH: alters yeast V-ATPase proton transport; response, % at 10 µM; S. cerevisiae, pHLuorin cytosolic pH fluorescence; 0.37% of 350,000 active; in the data active means response mostly above about 7.3%, no sharp cut-off; inactive means mostly below about 5.4%; further: actives read high; inactives centre near 0; some compounds called inactive have numbers as strong as hits; reference of the scale not given here
# RTF Ca sens inh: cardiac RTF calcium desensitization | P19429+P45379 | IANBD-labeled cardiac RTF, Ca2+ fluorescence | inhibition, % at 7.15 µM | 0.12% of 340,000 active | AID 493244;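 active means inhibition above the mean inhibition of all tested compounds plus 3 SD, cut at about 17% in these data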;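 further: assay run at fixed EC70 calcium of 1.6 mM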
# OPRM1-OPRD1 inv: mu-delta opioid heterodimer inverse agonism. P35372+P41143. cell-based MOR-DOR heterodimer luminescence. inhibition, % at 9.3 µM. 0.21% of 340,000 active. AID 504357; in the data active means inhibition above about 22%, passing the limit was not always enough;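 further: 0% = cells with DMSO and 100% = wells without cells with DMSO; values of inactives mirror those of a sister screen read the other way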
# RTF Ca sens act: increases calcium sensitivity of human cardiac regulated thin filaments; P19429+P45379; IANBD-labeled TnC RTF fluorescence at EC20 calcium; 0% EC20 calcium, 100% full calcium; activation, % at 7.2 µM; 0.24% of 340,000 active;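 active means activation above the mean over all tested compounds plus 3 SD, cut at about 30% in these data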;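 further: rise in fluorescence read as greater calcium sensitivity of cardiac thin filaments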
# HTR5A ag: activates human HTR5A in OPRM1-OPRD1 agonist counter-screen | HTR5A agonist assay, luminescence, cell-based | 0.61% of 340,000 active | activation, % at 9.3 µM | P47898 | AID 504692; in the data active means activation mostly above about 9.5%, no sharp cut-off; inactive means mostly below about 7.6%;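 further: 0% = cells with vehicle only and 100% = reference agonist; strong numbers were not always called active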
# Target sequence (P47898 whole entry, looked up): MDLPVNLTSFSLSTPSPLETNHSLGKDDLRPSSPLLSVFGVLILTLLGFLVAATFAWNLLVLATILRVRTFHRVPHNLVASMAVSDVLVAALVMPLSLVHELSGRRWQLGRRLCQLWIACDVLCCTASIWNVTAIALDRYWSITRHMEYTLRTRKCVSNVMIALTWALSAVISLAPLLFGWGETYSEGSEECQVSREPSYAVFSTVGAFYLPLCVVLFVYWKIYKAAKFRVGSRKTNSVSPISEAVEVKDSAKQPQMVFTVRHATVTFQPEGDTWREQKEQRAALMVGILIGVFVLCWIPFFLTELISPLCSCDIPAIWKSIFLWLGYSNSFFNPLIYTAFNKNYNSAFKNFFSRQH
# HTR5A inv ag: HTR5A inverse agonism, opioid heterodimer counter-screen | AID 504634 | inhibition, % at 9.3 µM | HTR5A cell line, luminescence | 0.083% of 340,000 active; in the data active means inhibition mostly above about 23%, no sharp cut-off; inactive means mostly below about 18%;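 further: 0% = cells with DMSO and 100% = no-cell wells with DMSO; some compounds called inactive have numbers as strong as hits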
# MOR-DOR ag: agonists of human mu-delta opioid receptor heterodimerization; P35372+P41143; cells, OPRM1-OPRD1 heterodimerization, luminescence; activation, % at 9.3 µM; 0.3% of 340,000 active; AID 504326; in the data active means activation above about 18%;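 further: 0% = vehicle-treated cells and 100% = reference agonist; values of inactives mirror those of a sister screen read the other way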
# Keap1 Nrf2 FP: Keap1-Nrf2 (human) interaction inhibition | Keap1 Kelch-Nrf2 peptide fluorescence polarization, 1536-well | inhibition, % at 9.4 µM | 0.15% of 340,000 active | AID 504523; in the data active means inhibition above about 12%; inconclusive means no clear call, values can overlap the other calls; inactive means below about 7.3%;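 further: human Keap1 Kelch domain with fluorescein labeled Nrf2 9mer peptide probe; 0% = neutral control wells and 100% = peptide positive control; higher means more block of Keap1 binding to Nrf2 peptide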
# * hit, by the source's call; ? = inconclusive; . = no result given.
(1) CCOC(=O)c1cnn(CCOC(=O)Cc2cccs2)c1NC(=O)Cc1cccs1
(2) CCOC(=O)C1CCN(C(=O)CN(C)S(=O)(=O)c2ccc3c(c2)c(=O)n(C)c(=O)n3C)CC1
(3) Cc1cc(NC(=O)CSc2nnc(COc3ccccc3)o2)no1
(4) Cc1ccc(OCCCN2C(=O)C(=O)c3cc(C)ccc32)cc1
(5) Cc1ccc(S(=O)(=O)Nc2cccc(-c3cn4ccsc4n3)c2)cc1
(6) CCc1ccc(NC(=O)N(C2CCCCC2)C(C)c2cccnc2)cc1 (configuration not stated)
(7) CCCCn1c(=S)[nH]c2cc(S(=O)(=O)N3CCCCC3)ccc21
(8) FC(F)(F)c1ccc2c(c1)NCC1CCCN21 (configuration not stated)
entry no. | 1 | 2 | 3 | 4 | 5 | 6 | 7 | 8
CAL PDZ FP | -1 | 1 | -3 | -4 | -1 | . | 1.6* | -12
LANA DNA inh | 0.3 | -0.6 | -0.3 | 1.2 | -2.9 | -1.6 | 0.0 | -3.2
V-ATPase pH | -4 | 4 | 1 | 5 | 1 | -1 | 0 | 0
RTF Ca sens inh | 3 | -5 | -6 | 3 | -4 | -5 | -4 | -2
OPRM1-OPRD1 inv | 18 | 15 | 3 | 23 | -1 | 2 | -12 | -20
RTF Ca sens act | -2 | -7 | -1 | -1 | 0 | -3 | -1 | 14
HTR5A ag | 1 | 2 | 0 | 1 | -3 | 5 | 6 | 2
HTR5A inv ag | -6 | -6 | -21 | -3 | -11 | 17 | -1 | -6
MOR-DOR ag | -3.2 | -2.9 | -0.6 | -4.3 | 0.2 | -0.3 | 2.0 | 4.2
Keap1 Nrf2 FP | 0 | -3 | -3 | 1 | ? | -4 | -1 | -8

# Full records, quoted from the list:
# Cc1cc(NC(=O)CSc2nnc(COc3ccccc3)o2)no1 is listed as CAL PDZ FP = -3; LANA DNA inh = -0.3; V-ATPase pH = 1; RTF Ca sens inh = -6; OPRM1-OPRD1 inv = 3; RTF Ca sens act = -1; HTR5A ag = 0; HTR5A inv ag = -21; MOR-DOR ag = -0.6; Keap1 Nrf2 FP = -3
# FC(F)(F)c1ccc2c(c1)NCC1CCCN21 (configuration not stated) is listed as CAL PDZ FP = -12; LANA DNA inh = -3.2; V-ATPase pH = 0; RTF Ca sens inh = -2; OPRM1-OPRD1 inv = -20; RTF Ca sens act = 14; HTR5A ag = 2; HTR5A inv ag = -6; MOR-DOR ag = 4.2; Keap1 Nrf2 FP = -8
# CCc1ccc(NC(=O)N(C2CCCCC2)C(C)c2cccnc2)cc1 (configuration not stated) is listed as CAL PDZ FP = .; LANA DNA inh = -1.6; V-ATPase pH = -1; RTF Ca sens inh = -5; OPRM1-OPRD1 inv = 2; RTF Ca sens act = -3; HTR5A ag = 5; HTR5A inv ag = 17; MOR-DOR ag = -0.3; Keap1 Nrf2 FP = -4

# More entries
(9) COCCNC(=O)CCc1nnc2ccc(N3CCC(C)CC3)nn12
(10) S=C(Nc1ccccc1)N1CCN(C(=S)c2ccccc2)CC1
(11) Cc1cc(NC(=O)c2ccco2)ncc1NC(=O)CCc1ccccc1
(12) COC(=O)c1ccccc1NC(=O)CN1CCC(NC(=O)c2ccc(C)cc2)CC1
(13) CCOc1ccc(NC(=O)CC2C(=O)N(c3ccc(OC)cc3)C(=S)N2Cc2ccccn2)cc1 (configuration not stated)
(14) CCN(CC)S(=O)(=O)c1cc(NC(=O)C(C)N(C)CC(=O)Nc2c(C)cccc2C)ccc1C (configuration not stated)
(15) Oc1ccc2c(c1)oc1cc(O)ccc12
(16) CCn1c(Cc2ccc(OC)cc2)nnc1SCC(=O)N1CCN(c2ccccc2)CC1
entry no. | 9 | 10 | 11 | 12 | 13 | 14 | 15 | 16
CAL PDZ FP | -1 | -5 | -1 | -5 | -3 | -2 | 17 | 11
LANA DNA inh | -0.3 | -0.1 | -0.5 | -1.2 | -2.2 | 0.5 | 1.5 | -1.4
V-ATPase pH | 1 | 1 | -2 | -1 | 0 | -6 | -2 | -2
RTF Ca sens inh | -5 | . | -11 | 2 | -6 | -2 | -3 | 0
OPRM1-OPRD1 inv | 8 | . | 13 | 8 | 4 | 15 | -2 | 5
RTF Ca sens act | -3 | . | 2 | -3 | 3 | -13 | -7 | 0
HTR5A ag | 3 | . | 6 | -4 | -2 | 4 | 2 | -1
HTR5A inv ag | -11 | . | 6 | 9 | -26 | 7 | 7 | 23
MOR-DOR ag | -1.7 | . | -2.4 | -1.5 | -0.7 | -3.0 | 0.3 | -0.9
Keap1 Nrf2 FP | 0 | -2 | 0 | -3 | 4 | -2 | 2 | -1

# By substructure: the entries above containing an aryl thioether with sulfur outside any ring.
(3) Cc1cc(NC(=O)CSc2nnc(COc3ccccc3)o2)no1
(16) CCn1c(Cc2ccc(OC)cc2)nnc1SCC(=O)N1CCN(c2ccccc2)CC1
entry no. | 3 | 16
CAL PDZ FP | -3 | 11
LANA DNA inh | -0.3 | -1.4
V-ATPase pH | 1 | -2
RTF Ca sens inh | -6 | 0
OPRM1-OPRD1 inv | 3 | 5
RTF Ca sens act | -1 | 0
HTR5A ag | 0 | -1
HTR5A inv ag | -21 | 23
MOR-DOR ag | -0.6 | -0.9
Keap1 Nrf2 FP | -3 | -1

# The list goes on.
(17) COc1ccc(C2NC(=O)NC(C)=C2C(=O)OC2CCC(C)CC2)cc1 (configuration not stated)
(18) N/C(=N\OC(=O)c1ccc2ccccc2c1)c1cccc([N+](=O)[O-])c1
(19) CCCCn1c(NC(=O)c2ccccc2)nc2ccccc21
(20) C=CCn1c(Oc2cccc(C)c2)nc2c1c(=O)n(C)c(=O)n2C
(21) CCC(CC)C(=O)Nc1cccc(C(=O)N2CCOCC2)c1
(22) CCOC(=O)c1[nH]c2ccccc2c1NC(=S)Nc1ccccc1
(23) NC(=O)CSc1nnc(Cn2c(=O)sc3ccccc32)n1CCc1ccccc1
(24) COc1ccccc1NC(=O)CSc1nccc(=O)[nH]1
(25) CCS(=O)(=O)N1CCN=C1SCc1cccnc1
entry no. | 17 | 18 | 19 | 20 | 21 | 22 | 23 | 24 | 25
CAL PDZ FP | -2 | 1 | -7 | -7 | -1 | . | . | -4 | 6
LANA DNA inh | -1.2 | -0.4 | -1.3 | -0.2 | 2.0 | -0.6 | 0.1 | 0.2 | 1.4
V-ATPase pH | 1 | -2 | 0 | -2 | -2 | -1 | 1 | -1 | -2
RTF Ca sens inh | -6 | -1 | 4 | -7 | -6 | -4 | -11 | -2 | -7
OPRM1-OPRD1 inv | -23 | -25 | -11 | -2 | 8 | -2 | 12 | 9 | -12
RTF Ca sens act | 1 | 0 | -3 | -3 | 1 | -2 | 0 | -1 | 6
HTR5A ag | 7 | 0 | 1 | -4 | -1 | 2 | -2 | -1 | 2
HTR5A inv ag | -26 | 1 | -2 | 10 | -8 | -6 | 6 | -9 | -4
MOR-DOR ag | 4.8 | 4.7 | 1.9 | 0.3 | -1.5 | 0.4 | -2.3 | -1.7 | 1.7
Keap1 Nrf2 FP | 0 | -2 | -2 | 3 | 2 | -6 | 0 | -5 | 3

# Quoted from the listing.
# Under OPRM1-OPRD1 inv, cpd 15 shows -2
# Under LANA DNA inh, cpd 5 shows -2.9

# Marked active in CAL PDZ FP, of those listed so far:
No.	Molecule	CAL PDZ FP	LANA DNA inh	V-ATPase pH	OPRM1-OPRD1 inv	RTF Ca sens act	MOR-DOR ag	Keap1 Nrf2 FP
7	CCCCn1c(=S)[nH]c2cc(S(=O)(=O)N3CCCCC3)ccc21	1.6*	0.0	0	-12	-1	2.0	-1
